Source: PubChem BioAssay
GDH-TPI inh: GDH-TPI coupling enzyme inhibitors, primary screen, artefact control for M. tuberculosis FBA inhibitor project, biochemical, absorbance, full deck | GDH-TPI coupled enzyme counterscreen, NADH absorbance | inhibition, % at 4.8 µM | actives 1.2% (n = 360,000) | AID 588335, 2011;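 also: 0% = DMSO wells and 100% = wells lacking the enzyme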
CCHF vOTU inh: CCHFV vOTU protease inhibitors, primary screen, biochemical, Pep-AMC substrate, fluorescence; Crimean-Congo hemorrhagic fever virus L polyprotein viral ovarian tumor (vOTU) protease …; inhibition, % at 11.5 µM; actives 0.55% (n = 370,000); AID 651958, 2012; also: 0% = vehicle wells with enzyme and 100% = no enzyme wells
PrPC surface inh: inhibitors of human cell surface prion protein PrPC, primary screen, cell-based, TR-FRET. Major prion protein (Homo sapiens), P04156. inhibition, % at 13.8 µM. actives 0.43% (n = 370,000). TR-FRET read-out. AID 720596, 2013; in the data active = inhibition above about 24%; also: 0% = median of the test wells and 100% = reference compound wells
Mtb BioA inh: M. tuberculosis BioA enzyme inhibitors, primary screen, biochemical, plate reader, single point, HTS | 7,8-diaminopelargonic acid synthase BioA (Mycobacterium tuberculosis) | purified M. tuberculosis BioA enzyme | inhibition, % at 9.99 µM | actives 0.096% (n = 360,000); in the data active = inhibition above about 40%; inconclusive = no clear call, values can overlap the other calls
Mtb FBA inh: Mtb FBA enzyme inhibitors, primary screen, biochemical, fluorescence, strain H37Rv | inhibition, % at 1 µM | AID 588726, 2011 | actives 2.3% (n = 360,000) | Fructose-bisphosphate aldolase (Mycobacterium tuberculosis (strain ATCC 25618 / H37Rv)), … | purified M. tuberculosis FBA, fluorescence read-out; in the data active = inhibition above about 27%;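 also: 0% = vehicle and 100% = reference inhibitor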
Target sequence (P9WQA3 whole entry, looked up): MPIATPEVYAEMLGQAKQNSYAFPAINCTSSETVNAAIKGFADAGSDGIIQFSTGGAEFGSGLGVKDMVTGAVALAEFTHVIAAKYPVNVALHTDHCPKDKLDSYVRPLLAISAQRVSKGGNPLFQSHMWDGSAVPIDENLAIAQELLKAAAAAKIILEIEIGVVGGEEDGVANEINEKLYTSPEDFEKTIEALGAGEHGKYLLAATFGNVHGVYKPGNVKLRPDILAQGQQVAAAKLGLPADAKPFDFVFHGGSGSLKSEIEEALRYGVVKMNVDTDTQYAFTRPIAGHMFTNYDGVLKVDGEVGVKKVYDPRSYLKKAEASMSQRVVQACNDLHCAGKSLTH
BoNT-A LC inh2: BoNT/A light chain protease inhibitors, primary screen, biochemical, flow cytometry, MLPCN library | Botulinum neurotoxin type A light chain protease (Clostridium botulinum A str. ATCC 3502) | multiplex microsphere protease substrate cleavage | actives 0.17% (n = 360,000) | inhibition, % at 10 µM; in the data active = inhibition above about 30%; inconclusive = no clear call, values can overlap the other calls; also: plate controls were buffer without enzyme for full effect and enzyme alone for no effect
FadD28 binding: inhibitors of FadD28 bisubstrate probe binding, primary screen, biochemical, fluorescence polarization, single point; actives 0.22% (n = 360,000); Mycobacterium tuberculosis FadD28 fatty-acid-AMP ligase; inhibition, % at 12.5 µM; in the data active = inhibition above about 8.5%, passing the limit was not always enough; inconclusive = no clear call, values can overlap the other calls
Mtb UGM inh: M. tuberculosis UGM enzyme inhibitors, primary screen, biochemical, fluorescence polarization, single point | purified UGM, fluorescence polarization probe displacement | actives 0.06% (n = 320,000) | UDP-galactopyranose mutase (Mycobacterium tuberculosis (strain ATCC 25618 / H37Rv)), … | inhibition, % at 10 µM; in the data active = inhibition above about 10%, passing the limit was not always enough; inconclusive = no clear call, values can overlap the other calls
Target sequence (P9WIQ1 whole entry, looked up): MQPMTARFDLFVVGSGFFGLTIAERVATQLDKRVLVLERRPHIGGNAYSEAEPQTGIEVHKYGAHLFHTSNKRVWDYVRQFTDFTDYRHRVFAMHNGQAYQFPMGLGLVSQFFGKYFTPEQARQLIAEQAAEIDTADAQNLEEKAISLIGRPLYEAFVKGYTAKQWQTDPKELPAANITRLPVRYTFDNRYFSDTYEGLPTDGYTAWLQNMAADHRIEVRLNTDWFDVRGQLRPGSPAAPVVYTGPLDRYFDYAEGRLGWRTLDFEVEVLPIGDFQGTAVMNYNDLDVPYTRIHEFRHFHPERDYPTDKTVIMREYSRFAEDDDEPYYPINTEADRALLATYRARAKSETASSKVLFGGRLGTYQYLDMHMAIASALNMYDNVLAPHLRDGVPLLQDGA
BoNT F protease: BoNT/F light chain protease inhibitors, primary screen, biochemical, flow cytometry, MLPCN library; Botulinum neurotoxin type F light chain protease (Clostridium botulinum); Multiplex microsphere protease cleavage assay; inhibition, % at 10 µM; actives 0.22% (n = 360,000); in the data active = inhibition above about 35%, passing the limit was not always enough; inconclusive = no clear call, values can overlap the other calls; also: plate controls were buffer without enzyme for full effect and enzyme alone for no effect
An asterisk follows results filed as active; ? = inconclusive; / = no result given. Rule as the data show it, unless noted: active = inhibition above about 30%; inactive = the rest.

SMILES	GDH-TPI inh	CCHF vOTU inh	PrPC surface inh	Mtb BioA inh	Mtb FBA inh	BoNT-A LC inh2	FadD28 binding	Mtb UGM inh	BoNT F protease
O=C1c2cccnc2Nc2ccccc2N1CCCF	5	4	5	0.3	3	1.0	2.3	-0.4	?
O=C(/C=C/Nc1ccccc1Oc1ccccc1)c1ccco1	2	10	-3	0.4	-2	-0.6	-1.4	-1.7	5
Cc1cc(C)c(C)c(C(=O)COC(=O)CNC(=O)CNC(=O)c2ccco2)c1C	2	8	-7	-6.3	3	-0.3	/	1.2	0
O=C(Nc1ccccc1OC(F)(F)F)c1ccc([N+](=O)[O-])cc1	-4	-4	-25	/	14	0.3	-3.9	2.3	-6
Cc1ccc(NC(=O)c2ccc3nsnc3c2)c(C)c1	8	8	-46	-0.7	2	-2.7	-1.2	1.6	0
Cn1c(SCC(=O)NCc2cccs2)nnc1-c1cccs1	7	7	-4	-0.6	1	-0.2	-0.6	-0.7	6
C/C(=N\NS(=O)(=O)c1ccccc1)c1ccccc1	5	19	-6	/	3	-1.2	-0.2	-0.5	-8
COc1ccc(NC(=O)c2cc(C)on2)cc1	-13	-8	5	/	-2	-0.7	-2.7	4.9	-1
CCc1ccc(CNCc2ccc(OCC(O)CN(C)Cc3ccccc3)cc2)nc1 (configuration not stated)	0	-13	4	-0.3	1	-2.8	-4.3	-0.7	-13
COC(=O)[C@]12CCCCC=C1N(Cc1ccco1)C(=O)[C@H](CC(=O)NCCC(C)C)C2	/	10	-5	/	/	0.1	/	/	-3
C/C=C/C=C/C(=O)N1CC2(CC(c3cccc(NC(=O)/C=C/C)c3)=NO2)C[C@@H]1C(N)=O (some centres not stated)	10	-4	3	-1.4	0	0.3	-0.1	-2.8	2
CNC(=S)NN(C)c1nc(C)cc(C)n1	4	-10	2	/	0	-0.9	-1.2	-0.3	-14
O=C(CNC(=O)c1ccccc1F)N/N=C/c1ccc2c(c1)OCO2	7	11	-2	-0.2	2	-1.6	-1.8	4.5	6
O=C(NCC1CCCN1S(=O)(=O)c1cccs1)c1ccccc1F (configuration not stated)	2	12	9	0.7	-2	-29	-2.1	1.0	-35
O=[N+]([O-])c1ccccc1N/N=C1\CCc2ccccc21	1	4	10	/	-3	0.1	-3.6	-1.8	-4
Cc1ccc(CN2C(=O)C(Cc3ccccc3)Nc3ncnc(N4CCOCC4)c32)cc1 (configuration not stated)	/	11	6	1.9	0	-0.3	-2.4	/	-7
Cc1ccc(C(=O)N/N=C\c2ccc([N+](=O)[O-])o2)cn1	15	8	-21	-1.0	0	/	-1.1	2.6	/
Cc1ccccc1-c1cnc(C(O)c2c(C)cccc2C)[nH]1 (configuration not stated)	8	17	1	1.0	0	-0.2	-1.0	/	0
COc1ccc(NC(=O)c2ccc(OC)cc2)cc1	11	2	0	-0.4	-2	2.0	-2.7	-0.4	9
O=C(COC(=O)c1ccc[nH]c1=O)NC1CCCc2ccccc21 (configuration not stated)	1	-10	-4	0.1	0	-0.6	0.0	0.5	-7
CN(C(=O)c1cccc(C#N)c1)c1nnc(-c2cnccn2)s1	11	11	-6	1.1	2	0.2	0.6	-1.5	5
COc1cccc(OC)c1C1=CC(=O)C[C@H](c2ccc3c(c2)OCO3)C1	5	-5	1	-0.4	-1	-1.6	-7.5	-0.3	2
CC1OC(OC2CC(O)C3(CO)C4C(O)CC5(C)C(C6=CC(=O)OC6)CCC5(O)C4CCC3(O)C2)C(O)C(O)C1O (configuration not stated)	-10	10	-5	-0.9	2	0.4	-3.7	/	-9
Brc1ccc(CSc2ccc3nnc(-c4ccccn4)n3n2)cc1	18	-9	8	/	2	-1.1	-8.0	-1.6	-8
CCN(CC)C(=O)CN1C(=O)C2(NC(=O)c3ccccc3N2)c2ccccc21 (configuration not stated)	7	-20	-1	-0.6	13	0.7	0.5	0.7	0
COC(=O)[C@@]1(Cc2ccc(OC)cc2)[C@H]2c3cc(C(=O)N(C)C)n(CCSCCO)c3C[C@H]2CN1C(=O)c1ccccc1	9	/	/	-0.3	1	0.3	-2.2	-2.1	-4
CNC(=O)CSc1nnc(-c2cccc(S(=O)(=O)N3CCOCC3)c2)n1-c1ccc(F)cc1	2	-6	3	-1.7	1	0.9	-1.0	-1.2	4
S=c1nc(-c2sccc2OCc2ccc(Cl)cc2Cl)[nH][nH]1	6	10	3	/	0	0.3	-2.3	3.0	3
CCCCn1c(N)c(N(C)C(=O)c2ccc(Br)o2)c(=O)[nH]c1=O	2	1	-1	3.6	1	-0.3	-2.2	-1.5	-1
N#CCCCc1cc2ccccc2cn1	12	-5	-3	0.6	3	0.3	-2.8	-1.6	-7

Random excerpt: 6 compounds from above, in no set order.
SMILES	GDH-TPI inh	CCHF vOTU inh	PrPC surface inh	Mtb BioA inh	Mtb FBA inh	BoNT-A LC inh2	FadD28 binding	Mtb UGM inh	BoNT F protease
CC1OC(OC2CC(O)C3(CO)C4C(O)CC5(C)C(C6=CC(=O)OC6)CCC5(O)C4CCC3(O)C2)C(O)C(O)C1O (configuration not stated)	-10	10	-5	-0.9	2	0.4	-3.7	/	-9
COC(=O)[C@@]1(Cc2ccc(OC)cc2)[C@H]2c3cc(C(=O)N(C)C)n(CCSCCO)c3C[C@H]2CN1C(=O)c1ccccc1	9	/	/	-0.3	1	0.3	-2.2	-2.1	-4
Brc1ccc(CSc2ccc3nnc(-c4ccccn4)n3n2)cc1	18	-9	8	/	2	-1.1	-8.0	-1.6	-8
CCCCn1c(N)c(N(C)C(=O)c2ccc(Br)o2)c(=O)[nH]c1=O	2	1	-1	3.6	1	-0.3	-2.2	-1.5	-1
N#CCCCc1cc2ccccc2cn1	12	-5	-3	0.6	3	0.3	-2.8	-1.6	-7
CNC(=O)CSc1nnc(-c2cccc(S(=O)(=O)N3CCOCC3)c2)n1-c1ccc(F)cc1	2	-6	3	-1.7	1	0.9	-1.0	-1.2	4

Next part
SMILES	GDH-TPI inh	CCHF vOTU inh	PrPC surface inh	Mtb BioA inh	Mtb FBA inh	BoNT-A LC inh2	FadD28 binding	Mtb UGM inh	BoNT F protease
COC(=O)C(C)Nc1cccc(Br)c1 (configuration not stated)	6	-9	-4	-3.1	3	1.7	-1.6	-2.4	0
Cc1cc(C)c(NC(=O)COC(=O)c2ccc([N+](=O)[O-])s2)c(C)c1	9	54*	5	-0.4	4	-0.4	1.4	-1.4	4
CNC(=O)c1c(NC(=O)C(C)C)sc2c1CCC2	12	3	4	0.4	1	-0.5	-0.9	1.5	-6
CN=c1scc(C)n1/N=C/c1ccc(O)cc1O	8	15	-10	/	14	-0.3	0.0	0.4	0
CN(c1ccccc1)S(=O)(=O)c1ccc(Cl)c(C(=O)NCc2ccco2)c1	-1	-11	4	2.2	-2	0.0	-3.5	0.2	-3
CCc1cccc(NC(=O)c2cc(OC)c(OC)c(OC)c2)c1	1	-11	-3	/	1	-0.1	-2.9	0.3	3
COc1cc(NC(=O)COC(=O)CNC(=O)C2CCCCC2)cc(OC)c1	-1	15	4	/	-1	-1.1	-4.6	-2.4	-3
CCOc1ncccc1C(=O)OCC(=O)NCc1cccs1	11	-8	-2	1.8	-2	-0.5	-1.1	-1.5	5
O=C(CN1CCC(n2nnc3cc(C(F)(F)F)ccc32)CC1)NCc1cccs1	-3	5	-10	1.3	5	0.1	-2.3	1.4	1
COc1ccc(-c2csc(N(CC3CCCO3)C(=O)c3cccs3)n2)cc1 (configuration not stated)	11	4	-2	0.1	0	?	0.2	-0.4	-4
COc1ccccc1-c1cc(-c2ccccc2)nc(=O)[nH]1	23	-28	-3	0.7	20	-1.8	-1.0	4.1	12
Cc1ccc(-n2c(=O)c3sccc3n(Cc3cc(=O)n4cc(Cl)ccc4n3)c2=O)cc1F	15	-18	1	/	2	-0.4	1.1	0.2	-9
O=c1[nH]c(NCCO)nc2c1C1(CCCC1)Cc1ccccc1-2	9	-141	2	2.8	112*	-0.5	-3.6	3.9	-6
CCCc1cc(=O)[nH]c(SCC(=O)N2CCCCCC2)n1	-1	4	-5	1.4	1	-0.1	-0.2	-0.1	16
O=c1ccn(Cc2ccccc2Cl)cc1	6	-7	10	-0.7	-3	0.3	0.2	-0.5	-1
CSc1ncccc1C(=O)N1CCN(S(=O)(=O)c2ccc3ccccc3c2)CC1	1	5	-3	1.7	-1	/	-0.2	-0.4	/
C#CCN1Cc2ccccc2Oc2cc(Br)ccc2S1(=O)=O	7	8	3	1.6	-4	-0.5	-2.6	/	-1
O=C(Nc1cccc(C(=O)N2CCOCC2)c1)c1ccc([N+](=O)[O-])cc1	0	7	-31	3.4	-1	-1.5	-2.4	2.5	-5
COc1ccc(C2CC(c3ccccc3)=NN2C(=O)COC(=O)c2cccnc2)cc1 (configuration not stated)	12	1	-2	/	-1	1.0	-0.9	-2.1	-12
S=c1[nH]nc(-c2ccc(Cl)cc2)n1-c1cccnc1	-5	4	5	/	2	-0.1	-2.9	-0.3	-5
FC(F)(F)c1cccc(-c2ccc(/C=N/Nc3nncc(-c4ccccc4)n3)o2)c1	-1	-10	3	/	3	0.1	-0.7	0.2	-1
O=C(CN1C(=O)NC2(CCCC2)C1=O)Nc1cccc(Cl)c1	-1	8	4	-1.8	1	0.9	1.4	0.3	-6
COc1ccccc1NS(=O)(=O)c1cccc(NC(=O)NC2CCCCC2)c1	7	-6	10	/	2	-0.2	-4.3	2.3	-4
O=C(NCCCN1CCOCC1)c1ccccc1NS(=O)(=O)c1ccc(F)cc1	-2	-8	4	/	3	-0.5	-3.4	-0.9	-1
C=C1CN(CC(=O)OC)S(=O)(=O)c2ccccc21	12	-4	4	-1.1	5	-0.3	-2.2	3.2	-10
CCOc1ccc(-c2nc(CSCC(=O)NCc3ccco3)c(C)o2)cc1	-16	3	9	-0.6	5	-0.7	-6.1	-4.1	-3
COC(=O)CCCC[C@@H]1SC[C@@H](NC(=O)OC)[C@@H]1NC(=O)OC	4	4	2	/	1	3.0	0.7	-0.8	0
CCOc1ccc(C(=O)NCC(=O)NCCCn2nc(C)cc2C)cc1OCC	2	9	-6	-1.0	-1	0.3	-0.4	-3.4	2

Four entries from above, arranged by number of heavy atoms, falling.
SMILES	GDH-TPI inh	CCHF vOTU inh	PrPC surface inh	Mtb BioA inh	Mtb FBA inh	BoNT-A LC inh2	FadD28 binding	Mtb UGM inh	BoNT F protease
FC(F)(F)c1cccc(-c2ccc(/C=N/Nc3nncc(-c4ccccc4)n3)o2)c1	-1	-10	3	/	3	0.1	-0.7	0.2	-1
O=C(NCCCN1CCOCC1)c1ccccc1NS(=O)(=O)c1ccc(F)cc1	-2	-8	4	/	3	-0.5	-3.4	-0.9	-1
COc1ccccc1NS(=O)(=O)c1cccc(NC(=O)NC2CCCCC2)c1	7	-6	10	/	2	-0.2	-4.3	2.3	-4
CCOc1ccc(-c2nc(CSCC(=O)NCc3ccco3)c(C)o2)cc1	-16	3	9	-0.6	5	-0.7	-6.1	-4.1	-3
